Screens deposited in PubChem by several laboratories.
RGS4 block: RGS4 inhibitors, primary screen, cell-based, HEK293 M3R inducible RGS4, calcium flux | Regulator of G-protein signaling 4 (Homo sapiens), P49798 | Fluo-4 calcium flux; active compounds read high; triggered by carbachol at its EC20 | B-score at 10 µM | actives 0.45% (n = 310,000) | AID 463165, 2010;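 active = B-score, a plate-corrected calcium signal, over three deviations above library mean, with baseline fluorescence within five deviations of library mean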;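 note: RGS4 expression induced by doxycycline in cells with stable M3 receptor; B-score is computed from the integrated fluorescence ratio over baseline after carbachol; higher B-score means a larger calcium signal and so more RGS4 inhibition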
Target sequence (P49798 whole entry, looked up): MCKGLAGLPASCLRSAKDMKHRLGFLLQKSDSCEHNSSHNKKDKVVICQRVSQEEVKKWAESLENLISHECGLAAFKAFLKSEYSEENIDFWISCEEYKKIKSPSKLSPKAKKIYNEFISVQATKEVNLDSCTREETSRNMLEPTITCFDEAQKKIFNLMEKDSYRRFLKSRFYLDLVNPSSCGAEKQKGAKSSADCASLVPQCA
KCNK9 block: KCNK9 potassium channel inhibitors, primary screen, HEK293 cells, thallium flux | B-score at 10 µM | FluxOR thallium flux fluorescence; active compounds read low | Potassium channel subfamily K member 9 (Homo sapiens), Q9NPC2 | actives 1.2% (n = 310,000);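 active = ratio B-score over 3 SD below the library mean, with starting fluorescence within 5 SD of its mean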;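 note: negative B-score means less thallium flux so channel inhibition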
Target sequence (Q9NPC2 whole entry, looked up): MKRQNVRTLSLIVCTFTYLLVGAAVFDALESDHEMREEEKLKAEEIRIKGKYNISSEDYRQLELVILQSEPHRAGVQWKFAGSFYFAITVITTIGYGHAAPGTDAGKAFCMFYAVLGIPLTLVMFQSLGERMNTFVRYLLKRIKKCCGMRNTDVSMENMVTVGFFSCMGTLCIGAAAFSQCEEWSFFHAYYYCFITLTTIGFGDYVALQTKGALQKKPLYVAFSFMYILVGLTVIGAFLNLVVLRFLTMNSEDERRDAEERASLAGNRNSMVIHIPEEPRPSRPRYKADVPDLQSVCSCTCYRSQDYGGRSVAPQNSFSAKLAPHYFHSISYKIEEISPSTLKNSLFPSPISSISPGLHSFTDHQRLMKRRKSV
KCNQ1 inh: inhibitors of human KCNQ1 channel, primary screen, cell-based, thallium flux, high-throughput. Potassium voltage-gated channel subfamily KQT member 1 (Homo sapiens), P51787. CHO-K1 KCNQ1, FluxOR thallium flux fluorescence; active compounds read high. B-score at 10 µM. actives 1.3% (n = 310,000). AID 2642, 2010;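 active = compounds whose thallium flux B-score, printed positive for inhibition, exceeds three library SD while starting fluorescence stays within three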;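 note: channel opened by potassium depolarization with thallium stimulus after 20 min compound exposure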
Dyrk1A ADPGlo: rat Dyrk1A kinase inhibitors, primary screen, biochemical, single point, plate reader | Dual specificity tyrosine-phosphorylation-regulated kinase 1A (Rattus norvegicus), Q63470 | ADP-Glo luminescence, NFATc1 peptide | inhibition, % at 12.5 µM | actives 0.43% (n = 310,000) | AID 504441, 2011; in the data active = inhibition above about 50%;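 note: plate controls were vehicle with enzyme for no effect and no enzyme for full effect; many of its hits are not listed in these tables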
RGS4 pot: RGS4 potentiators or activators, primary screen, cell-based, HEK293 M3R inducible RGS4, calcium flux | carbachol calcium flux Fluo4; active compounds read low | B-score at 10 µM | actives 0.92% (n = 310,000);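 active = B-score of the integrated calcium signal more than 4 SD below the library mean, with starting fluorescence not abnormally high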;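 note: negative B-score means reduced calcium response which marks RGS4 activation or potentiation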
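test system = HEK293 cells with stable M3R and inducible RGS4 | schedule = recording 10 s baseline at 1 Hz, 100 s post-agonist | technique = Fluo4-AM (2 µM) calcium-flux fluorescence, kinetic read | measure = Agonist-evoked peak-minus-minimum fluorescence over baseline, integrated ratio, B score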
hERG rescue: hERG rescue from dofetilide block, primary screen, cell-based, CHO-hERG, FluxOR thallium flux, dofetilide IC70 | dofetilide IC70 present | activation (rescue from dofetilide block), less the hit threshold, % at 10 µM | actives 0.51% (n = 310,000) | AID 1511, 2009;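 active = activation above the mean of controls blocked by dofetilide plus 5 SD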;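 note: thallium influx through hERG after potassium depolarization seen as dye fluorescence rise; in these data hits start at about 4.7%; inactives centre near -7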
GSK3A inh: blockers of GSK3A enzyme activity – biochemical, luminescence, cell-free homogeneous, HTS, primary screen. GSK-3 alpha kinase, ADP-Glo luminescence, 60 min. inhibition, % at 10 µM. actives 0.1% (n = 320,000);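 in the data active = inhibition above about 50%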;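 note: GST-tagged GSK-3 alpha with peptide substrate and 25 µM ATP; 0% = DMSO neutral wells and 100% = GW8510 positive control wells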
KCNQ1 act: potentiators or activators of KCNQ1 channel, primary screen, cell-based, thallium flux, high-throughput | AID 2648, 2010 | CHO-K1 KCNQ1, thallium flux FluxOR fluorescence; active compounds read high | actives 0.35% (n = 310,000) | Potassium voltage-gated channel subfamily KQT member 1 (Homo sapiens), P51787 | B-score at 10 µM;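 active = fluorescence ratio B-score, a plate-corrected score, at least three library SD, with initial intensity B-score within 5 SD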
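Assay system: CHO-K1 cells stably expressing KCNQ1; Medium: assay buffer with matched DMSO; Also added: K+/Tl+ depolarizing stimulus; Dosing: single dose; Timing: dye 90 min, compound 20 min, room temperature; Measured by: kinetic FluxOR thallium fluorescence, 10-s 1-Hz baseline, 110-s post-stimulus read; Read-out: peak-minus-minimum fluorescence over initial fluorescence, negative-control normalized, B-scored.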
GSK3B inh: human GSK3beta kinase inhibitors, primary screen, biochemical, cell-free homogeneous, HTS. Glycogen synthase kinase-3 beta (Homo sapiens), P49841. GST-GSK3beta kinase, ADP-Glo luminescence, 60 min; active compounds read low. activity score (negative = inhibition), % at 10 µM. actives 0.038% (n = 300,000);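 active = more than half of replicate wells score below -50%, meaning over 50% inhibition versus plate controls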;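 note: 0% = median DMSO wells and -100% = median GW8510 positive control wells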
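test system = GST-tagged human GSK3beta kinase, cell-free | reagent = 25 µM ATP with peptide substrate | dosing = one dose of 10 µM per compound | schedule = 60 min reaction, RT | detection = luminescent ADP-Glo measurement of ADP formed | control set = DMSO neutral wells and GW8510 at 20 µM as positive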
PolyA inhibitor: polyadenylation inhibitors in yeast reporter cells, primary screen, luminescence, S. cerevisiae; S. cerevisiae SKY197-pL101 polyadenylation reporter, beta-gal luminescence; efflux-impaired pdr1/pdr3 knockout yeast; score 100 = 6 SD above DMSO; calls only at 12 µM; actives 0.02% (n = 300,000); AID 1875, 2009;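 active = lowest replicate activity score at least 50, where 100 means six control SD above control mean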;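 note: yeast exposed to compound for 9 h at 30 °C; higher score means more reporter readthrough which indicates perturbed polyadenylation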
KCNK3 block: human KCNK3 channel inhibitors, primary screen, CHO cells, FluxOR thallium flux, B-score; Potassium channel subfamily K member 3 (Homo sapiens), O14649; actives 0.84% (n = 340,000); B-score at 10 µM; FluxOR fluorescence; active compounds read low;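 active = B-score under library mean minus 4 SD, starting fluorescence ratio at most library mean plus 5 SD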;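 note: more negative B-score means stronger inhibition of thallium flux through KCNK3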
Target sequence (O14649 whole entry, looked up): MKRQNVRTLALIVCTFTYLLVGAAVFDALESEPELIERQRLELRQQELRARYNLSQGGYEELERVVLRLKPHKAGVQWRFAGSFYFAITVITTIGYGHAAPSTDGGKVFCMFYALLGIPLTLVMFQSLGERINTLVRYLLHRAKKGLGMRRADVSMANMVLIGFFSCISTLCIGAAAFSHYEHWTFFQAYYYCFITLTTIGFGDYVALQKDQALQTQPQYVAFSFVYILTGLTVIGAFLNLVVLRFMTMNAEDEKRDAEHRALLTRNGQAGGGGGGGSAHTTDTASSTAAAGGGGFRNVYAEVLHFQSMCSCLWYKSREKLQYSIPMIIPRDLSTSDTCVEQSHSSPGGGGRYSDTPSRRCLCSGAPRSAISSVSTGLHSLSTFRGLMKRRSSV
Active calls of the source: *; i = inactive; nt = not tested or not shown.

structure	RGS4 block	KCNK9 block	KCNQ1 inh	Dyrk1A ADPGlo	RGS4 pot	hERG rescue	GSK3A inh	KCNQ1 act	GSK3B inh	PolyA inhibitor	KCNK3 block
C=CCNC(=O)c1cc2nc(C3CC3)cc(C(F)F)n2n1	i	i	i	-4.4	i	-9.3	1.4	i	-1.4	i	i
O=C(Nc1nc2c(s1)CCCC2)c1cc(-c2ccncc2)nc2ccccc12	i	i	i	12.0	i	-8.6	-1.0	i	-22.7	i	i
Cc1ccc(Oc2coc3cc(OC(=O)c4cccs4)ccc3c2=O)cc1	i	i	i	15.3	i	-10.8	-2.1	i	1.9	i	i
CSc1ncc(CN2CCc3c([nH]c4ccccc34)C2c2cccc(O)c2)cn1 (stereo not drawn)	i	i	i	-15.1	i	-6.6	-2.8	i	0.7	i	i
Cc1ccccc1NCC(=O)N/N=C\C=C\c1cccc([N+](=O)[O-])c1	i	i	i	10.7	i	-3.1	-0.7	i	1.0	i	i
O=C(Cc1ccccc1)NC(NCCc1ccccc1)C(Cl)(Cl)Cl (stereo not drawn)	i	i	i	4.1	i	-2.9	-2.2	i	-1.2	i	i
Clc1ccccc1OCc1nc(-c2ccccn2)no1	i	i	i	-2.1	i	-9.0	-0.6	i	4.0	i	i
COc1cccc(C(=O)CN2C(=O)C(C)(C)Oc3ccc(C(=O)N4CCCCCC4)cc32)c1	i	i	i	-5.0	i	-15.5	-0.8	i	-1.8	i	i
COc1ccc(/C=C2\SC(=S)N(CCCC(=O)N3CCCCC3CCO)C2=O)cc1 (stereo not drawn)	i	i	i	nt	i	-13.0	-1.1	i	5.1	i	i
CCOc1cc(C(=O)CCC(=O)OCC(=O)N2c3ccccc3NC(=O)C2(C)C)ccc1O	i	i	i	-3.0	i	-12.2	0.8	i	-2.1	i	i
CCCC(=O)Nc1nnc(S(=O)(=O)N2CCCC2)s1	i	i	i	1.4	i	0.1	2.2	i	-5.4	i	i
Cc1noc(C)c1CSc1nnc(-c2ccccc2)o1	i	i	i	nt	i	-10.9	2.4	i	-4.1	i	i
Cc1cccc(OCc2nnc(SCC(=O)N3c4ccccc4CC3C)n2C)c1C (stereo not drawn)	i	i	i	5.5	i	-12.9	-1.4	i	4.6	i	i
CCOC(=O)N1CCN(S(=O)(=O)c2ccc(Cl)cc2)CC1	i	i	i	-1.8	i	-6.3	-2.5	i	3.7	i	i
COc1ccccc1OCCSc1nc2ccccc2n1CCO	i	i	i	-3.3	i	-10.6	-0.6	i	-5.5	i	i
Cc1cc(N2CCOCC2)nc2ccc(NC(=O)CCC(=O)N3CCCC(C)C3)cc12 (stereo not drawn)	i	i	i	-9.0	i	-19.4	-0.8	i	-0.2	i	i
Cc1nc2c(-c3ccccc3)cnn2c(N2CCOCC2)c1C	i	i	i	-3.4	i	-3.6	-1.1	i	0.3	i	i
Cc1cc[n+](CCC(=O)O)c2ccccc12	i	i	i	10.8	i	-12.9	0.0	i	0.1	i	i
CCc1cccc(CC)c1NC(=O)CN1CCN(c2ccccc2)CC1	i	i	i	-7.1	i	1.7	0.1	i	3.8	i	i
C=CCNC(=S)N1CCN(CCN=CC2=C(O)CC(c3ccc(Cl)cc3)CC2=O)CC1 (stereo not drawn)	i	i	i	-4.0	i	-15.1	-3.4	i	-0.2	i	i
CCOC(=O)N1CCN(C(=O)CN(CC)S(=O)(=O)c2cc(C)ccc2OC)CC1	i	i	i	2.1	i	-2.5	4.3	i	7.0	i	i
S=c1[nH]nc(-c2ccccc2)n1/N=C/c1c[nH]c2ccccc12	i	i	i	9.6	i	-4.7	-0.1	i	0.1	i	i
O=C(CCN1C(=O)c2ccccc2C1=O)Nc1sc2c(c1C(=O)NCC1CCCO1)CCC2 (stereo not drawn)	i	i	i	-5.2	i	-3.2	-1.7	i	-1.1	i	i
C/C(=N/NC(=O)c1ccn(C)n1)c1ccncc1	i	i	i	nt	i	-0.6	3.1	i	-1.2	i	i
CN(C)C(CNC(=O)CCc1nc2ccccc2s1)c1ccccc1 (stereo not drawn)	i	i	i	1.7	i	-8.0	-1.0	i	nt	i	i
CC1CCN(C2=NC(=O)/C(=C/c3cn(-c4ccccc4)nc3-c3cccc(S(=O)(=O)N(C)C)c3)S2)CC1	i	i	i	8.6	i	-13.5	2.2	i	-2.8	i	i
CCC(c1nnc(SCC(=O)N2CC(=O)Nc3ccccc32)n1Cc1ccccc1)N(C)C (stereo not drawn)	i	i	i	-2.8	i	-9.3	-0.9	i	2.8	i	i
CNc1n[nH]c(=S)s1	i	i	i	5.8	i	-6.4	-0.9	i	-23.1	i	i
O=c1cc(CN2CCN(c3ccc(O)cc3)CC2)nc2scc(-c3ccccc3)n12	i	i	i	-1.9	i	-10.6	-2.6	i	-1.2	i	i
COc1ccc(-c2nc(=S)[nH][nH]2)cc1	i	i	i	43.2	i	-7.6	1.0	i	-0.3	i	i
C[C@@H](C(=O)N1CCNCC1)n1cc(CCC(=O)O)nn1	i	i	i	-7.8	i	-3.1	-1.8	i	0.9	i	i
Cc1cccc(-n2c(SCC(=O)Nc3ncc(Cl)cc3Cl)nc3ccccc32)c1	i	i	i	-5.2	i	-11.5	0.8	i	0.7	i	i
COc1ccc(C2CC(c3ccc(OC)c(OC)c3)=NN2S(C)(=O)=O)cc1 (stereo not drawn)	i	i	i	-4.3	i	-5.6	-1.4	i	0.4	i	i
O=c1c2ccccc2nc(/C=C/c2cccc([N+](=O)[O-])c2)n1CCO	i	i	i	-5.0	i	-3.8	nt	i	0.2	i	i
COc1ccc(C(=O)[C@H]2[C@H]3C(=O)N(c4ccccc4)C(=O)[C@H]3C3C=CC=NN32)cc1 (stereo partly drawn)	i	i	i	nt	i	-5.5	-2.4	i	-2.2	i	i
COc1ccc(/C=C(/NC(=O)c2ccccc2)C(=O)N/N=C/c2sccc2C)cc1	i	i	i	5.9	i	-8.8	-2.2	i	-3.4	i	i
CCc1noc(C)c1C(=O)NCCc1c[nH]c2ccccc12	i	i	i	-2.9	i	-13.4	-4.0	i	-2.3	i	i
CCOC(=O)N1CCN(C(=O)C2CCCN(S(=O)(=O)c3ccc(OCC)cc3)C2)CC1 (stereo not drawn)	i	i	i	1.6	i	-10.7	0.3	i	3.3	i	i
COc1ccc(CCNC(=O)/C=C/C(=O)O)cc1OC	i	i	i	-1.2	i	-11.1	-5.3	i	2.0	nt	i
Oc1ccc(Oc2ccc(Oc3ccc(O)cc3)cc2)cc1	i	-6.91*	13*	-2.1	i	-8.7	-3.2	i	2.6	i	i
CCOc1ccc(C2C(C#N)=C(N)Oc3cc(C)[nH]c(=O)c32)cc1OC (stereo not drawn)	i	i	i	-1.1	i	-2.1	nt	i	2.0	i	i
COC(=O)CC(NS(=O)(=O)c1cccs1)c1ccc2c(c1)OCO2 (stereo not drawn)	i	i	i	1.0	i	-2.2	-0.2	i	1.5	i	i
CCCCNC(=O)Nc1nnc(-c2ccc(Cl)cc2)o1	i	i	i	5.7	i	-7.1	-1.9	i	2.8	i	i
CCCCNC(=O)COn1nnc2ccc(S(=O)(=O)N3CCOCC3)cc21	i	i	i	-6.4	i	-10.2	-0.8	i	3.2	i	i
O=C(CC1=NC2(CCCC2)Cc2ccccc21)N1CCOCC1	i	i	i	-6.8	i	-5.8	-2.6	i	-0.2	i	i
CCNC(=O)Nn1c(C)nnc1C	i	i	i	5.6	i	-1.9	-1.5	i	2.1	i	i
COCCn1c(SCC(=O)N2CCCCC2)nc2cccnc21	i	i	i	2.8	i	-1.9	0.0	i	0.4	i	i
CC(=O)Nc1ccc(NC(=S)NC(=O)C2CCCC2)cc1	i	i	i	5.1	i	-7.0	0.0	i	0.9	i	i
Cc1cc2cc(CNC(=S)NCc3ccccc3)ccc2n1C	i	i	i	-6.0	i	-16.2	2.1	i	-1.5	i	i
COc1ccc(NC(=O)CN(C)C(=O)c2csc3c2CCCC3)cc1	i	i	i	-2.0	i	-10.2	0.9	i	1.9	i	i
CCc1ccc(NC(=O)NCCN2CCCCC2)cc1	i	i	i	nt	i	-8.2	0.4	i	-0.3	i	i
CCOc1ccc(OCC)c(NC(=O)CCn2c(=O)oc3ccccc32)c1	i	i	i	-8.2	i	-8.0	1.0	i	1.9	i	i

These rows are one share of the data; rates above refer to the full screens.
